Source: PubChem
ARNT-TACC3 inh = disruptors of ARNT/TACC3 protein interaction, primary screen, biochemical, AlphaScreen, single concentration. 0.66% of 390,000 active. AID 623870, 2012. AlphaScreen His-ARNT PAS-B/GST-TACC3 binding, luminescence; TACC3 fragment carries E629A point mutation. inhibition, % at 9.99 µM;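 active = mean inhibition of replicates at least 50% and at least half of replicates each reaching 50%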;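 also: 0% = complete ARNT plus TACC3 wells and 100% = ARNT alone without TACC3; many hits fall short of the cut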
Cneo AK release = Cryptococcus neoformans cell lysis inducers, primary screen, AK release luminescence, single concentration. C. neoformans lysis, adenylate kinase release luminescence, 4 h; normalised: neutral wells 0, clomiphene wells 100. lysis activity, % at 15 µM. 0.2% of 360,000 active;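 active = mean lysis activity across replicates of at least 80%, whatever share of replicates individually reach that level; inactive = mean lysis activity below 80%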
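read-out = cell lysis signal | test system = log-phase Cryptococcus neoformans yeast cells | input = cells at 5 × 10^6 per mL | medium = fresh YPD growth medium | signal = luminescent adenylate kinase detection reagent | timing = 4 h at 37 °C static, read 1 h later | dosing = single dose | controls = Clomiphene as positive lysis control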
GSIS activator = GLuc luminescence reporter in INS-1E cells, primary screen for activators of glucose-dependent secretion of insulin | INS-1E GLuc reporter insulin secretion, 2-3 h | activation, % at 16.6 µM | 0.61% of 370,000 active;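 active = lowest replicate activation of at least 40%, so every replicate reaches that level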;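 also: 0% = median of neutral control wells and 100% = median of IBMX positive control wells; some compounds called inactive have numbers as strong as hits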
PGC1a acetyl inh = inhibitors of PGC1a acetylation signal, primary screen, cell-based, U2OS, AlphaScreen, inhibitor mode; AlphaScreen anti-acetyl-lysine; with virally co-expressed GCN5 acetyltransferase; inhibition, % at 15.6 µM; 0.17% of 350,000 active;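 active = every replicate shows inhibition of at least 40%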;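 also: 0% = neutral control wells and 100% = positive control wells; some results beyond the cut were filed as inactive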
PAX8 inh HTS = inhibitors of PAX8-driven TPO luciferase reporter, primary screen, RMG-I cells, single concentration; SteadyGlo, 24 h; inhibition, % at 12.6 µM; 1.2% of 360,000 active;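 active = mean replicate inhibition at least 60% with every replicate also reaching 60%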;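 also: luciferase light reporting Pax8 driven TPO promoter activity; plate controls were median of neutral control wells for no effect and mitoxantrone controls for full effect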
PglD DTNB = C. jejuni PglD acetyltransferase inhibitors, primary screen, biochemical, DTNB colorimetric, single point | 0.098% of 360,000 active | purified PglD enzyme, DTNB colorimetric CoA detection | inhibition, % at 12.5 µM | UDP-N-acetylbacillosamine N-acetyltransferase PglD (Campylobacter jejuni); in the data active = inhibition above about 16%, passing the limit was not always enough; also: strong numbers were not always called active
LGR2 inh = inhibitors of bursicon-induced LGR2 CRE-luciferase signal, primary screen, cell-based, HEK293, CRE-luciferase reporter, bursicon stimulation | Drosophila bursicon receptor LGR2 (rickets) | bursicon-stimulated, 4 h | inhibition, % at 9.99 µM | 0.35% of 380,000 active | AID 720647, 2013;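 active = drop in luminescence signal, shown as inhibition above about 50% in the replicate tests, limit read from the data, passing the limit was not always enough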;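 also: agonist challenge used bursicon conditioned medium at about half maximal strength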
Statin myotox sup = suppressors of statin myotoxicity in C2C12 myotubes, primary screen, cell-based, single point, plate reader | C2C12 myotubes + simvastatin, ATP luminescence, 48 h; scaled: DMSO 0, geranylgeraniol control 100 | AID 602340, 2012 | 0.78% of 330,000 active | rescue of ATP level, % at 7.49 µM;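 active = mean ATP rescue above about 67%, or every replicate alone reaching that limit, limit read from the data, passing the limit was not always enough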;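 also: myotubes were challenged with 10 µM simvastatin during compound exposure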
* marks the source's active call; other numbers are inactive results; . = not tested or not shown.

SMILES	ARNT-TACC3 inh	Cneo AK release	GSIS activator	PGC1a acetyl inh	PAX8 inh HTS	PglD DTNB	LGR2 inh	Statin myotox sup
C[C@@H]1CN([C@H](C)CO)C(=O)c2cc(NC(=O)Nc3ccc(C(F)(F)F)cc3)ccc2O[C@@H]1CN(C)Cc1ccc(-c2ccccc2)cc1	1	1	21	10	.	-1	-7	.
C[C@H](CO)N1C[C@H](C)[C@@H](CN(C)C(=O)c2ccccc2)OCCCC[C@H](C)Oc2ccc(NS(=O)(=O)c3ccc(Cl)cc3)cc2C1=O	-3	0	-29	3	4	-3	-19	.
CCCCN(CC)C(=O)Cn1ncc2c3ccccc3n(CCC)c2c1=O	-4	-8	-1	-16	28	-2	-8	-1
COCCCN1C(=O)c2ccc(C(=O)NCc3ccccn3)cc2C1=O	-6	-1	-24	-6	-1	2	-5	0
CC(=O)Nc1ccccc1OCC(=O)NC(C)c1ccc(F)cc1 (stereo not drawn)	-6	.	2	.	-4	.	9	.
COc1cc(S(=O)(=O)NC2CCCCC2)ccc1F	-1	1	0	-3	.	1	-7	12
COc1cc(S(=O)(=O)NC2CCCC2)c(OC)cc1C	-8	-3	-12	1	4	-3	-7	.
Cc1[nH]nc(SCC(=O)Nc2cccc(O)c2)c1[N+](=O)[O-]	1	.	0	-2	24	.	-17	.
COc1ccc(CC(=O)N2CCN(c3ccccn3)CC2)cc1OC	-1	1	.	-14	.	-3	.	-5
Cc1nnc(SCC(=O)N2N=C(c3ccc(Cl)cc3)CC2c2ccco2)[nH]c1=O (stereo not drawn)	-2	.	-2	.	-18	.	-67	.
Cc1cnc(NC(=O)c2ccc(-c3ccc([N+](=O)[O-])cc3)o2)s1	-1	-1	16	4	-20	0	-7	-4
CCOCCn1c(SCc2ccccc2)nc2c1c(=O)[nH]c(=O)n2C	.	-1	.	-1	-16	-2	-25	5
COC(=O)Cn1cc(/C=C/[N+](=O)[O-])c2ccccc21	0	1	-12	6	24	3	10	-1
CCN1/C(=c2/s/c(=C3/C(=O)N(c4ccccc4)N=C3C)n(CC)c2=O)C=Cc2ccccc21	-28	.	3	-3	7	.	7	.
O=C(NCCc1ccccc1Cl)C1CCC(=O)N(CCCc2ccccc2)C1 (stereo not drawn)	7	0	-31	3	-13	-5	4	15
O=C(Cc1ccccn1)NCC[C@H]1CC[C@@H](NC(=O)Nc2ccccc2)[C@@H](CO)O1	15	0	20	-10	50	-3	25	6
CNC[C@H]1Oc2ccc(NC(=O)c3ccncc3)cc2CC(=O)N([C@H](C)CO)C[C@@H]1C	1	-5	4	12	-31	0	-4	-15
COCc1cc(Sc2ccc(Cl)cc2)nc(-c2ccccc2)n1	-12	-3	.	-17	.	-8	.	-15
CCCN(CC(=O)Nc1cc(C)on1)CC(=O)Nc1ccccc1C	-2	0	1	-2	6	2	2	5
CC(=O)C(Sc1ccc2nnc(-c3ccc(C)cc3)n2n1)C(C)=O	1	0	6	-13	6	-3	-4	-7
CC(=O)c1c(C)oc2c1cc(NS(=O)(=O)c1ccc(C(=O)O)cc1)c1ccccc12	5	-1	15	9	13	-4	10	-43
Cc1cc(Cl)ccc1C(=O)C1CCCN(C(=O)c2cnn(C(C)C)c2)C1 (stereo not drawn)	1	-1	-6	6	4	-3	-7	-5
COc1cc(C(=O)OCC(=O)NCc2ccc(F)cc2)cc(NC(=O)c2cccs2)c1OC	29	1	-9	0	-15	-5	14	-17
COc1ccc(NC(=O)Nc2ccc3c(c2)CC(=O)N([C@@H](C)CO)C[C@H](C)[C@@H](CN(C)C(=O)Nc2cccc4ccccc24)O3)cc1	9	0	2	7	4	-1	2	20
COc1ccc(NC(=O)Nc2ccc3c(c2)C(=O)N([C@@H](C)CO)C[C@@H](C)[C@H](CN(C)Cc2ccc(C(F)(F)F)cc2)OCCCC[C@@H](C)O3)cc1	-3	49	-13	-4	64*	-1	5	-59

Next part:
SMILES	ARNT-TACC3 inh	Cneo AK release	GSIS activator	PGC1a acetyl inh	PAX8 inh HTS	PglD DTNB	LGR2 inh	Statin myotox sup
O=C(Cn1c(=O)c2cccn2c2ccccc21)Nc1cc(F)ccc1F	1	1	0	-1	9	0	-15	8
Cc1cc(C(=O)N2CCCC(N3CCN(c4ccccc4C)CC3)C2)n(C)n1 (stereo not drawn)	-4	2	12	2	11	6	7	5
O=C(NCCCn1ccnc1)c1nc(Cn2cc([N+](=O)[O-])cn2)no1	11	1	-14	-9	4	-1	1	1
Nn1c(SCc2ccc(F)cc2)nnc1-c1ccccn1	.	-1	1	8	-25	4	-11	.
CC(C)CNS(=O)(=O)c1cc2c3c(c1)CC(=O)N3CCC2	9	-4	-1	5	10	-2	12	7
C[C@H](CO)N1C[C@H](C)[C@@H](CN(C)CC2CC2)Oc2ccc(NC(=O)Nc3ccccc3)cc2CC1=O	-10	-62	7	.	11	-1	-4	-2
O=[N+]([O-])c1ccccc1/C=N/N1CCN(Cc2ccccc2)CC1	22	0	5	1	-108	-2	-59	4
O=C(Nc1ccc(N2CCOCC2)cc1)Nc1ccc2nc(-c3ccco3)c(-c3ccco3)nc2c1	-4	-2	.	1	.	-7	.	-75
COc1ccc(C#Cc2ccc([C@H]3[C@@H](CO)N4C(=O)CN(C(=O)NC(C)C)C[C@H]34)cc2)cc1	.	.	8	-4	-87	.	-2	.
COc1ccc(CC(=O)NCc2ccccc2F)cc1S(=O)(=O)N1CCOCC1	.	-14	6	-4	14	0	2	12
COCCCN=C1NN=C(c2cc(C)n(Cc3ccco3)c2C)CS1	4	.	2	.	-35	.	-30	.
Cc1cc(C)cc(NCCC#N)c1	-4	.	5	.	8	.	-4	.
CO[C@@H]1CN(C)C(=O)c2cc(NC(=O)Nc3c(C)noc3C)ccc2OC[C@H](C)N(C)C[C@H]1C	-3	4	11	20	4	4	12	0
CCOC(=O)c1cc2cc([N+](=O)[O-])ccc2oc1=O	-3	-1	2	-1	4	-3	9	3
CC(C)(C)c1cc(C(=O)NNc2cccc(Cl)c2)n(Cc2ccccc2)n1	5	-1	-38	5	-16	4	-13	61
COc1ccc(C(=O)NCC(=O)OCC(=O)Nc2ncc(Cl)cc2Cl)cc1[N+](=O)[O-]	1	0	11	5	-7	-3	-5	-6
Cc1nc(N)sc1-c1csc(Nc2ccc(Cl)cn2)n1	17	1	-4	0	.	2	-9	-23
O=C(/C=C/c1ccc(Cl)cc1)N1CCN(c2ccc(Cl)cc2[N+](=O)[O-])CC1	9	6	-6	-15	.	-3	15	-6
c1ccc(N=P(c2nc3ccccc3o2)(N2CCOCC2)N2CCOCC2)cc1	27	0	.	14	.	1	.	-3
C=CCn1c(SC)nccc1=O	-1	6	-4	-2	3	-1	3	3
CN1C(=O)c2cc(NC(=O)NC3CCCC3)ccc2OC[C@H]2O[C@@H](CC(=O)O)CC[C@@H]21	2	5	-1	0	-8	2	3	23
O=C(c1ccccc1Cl)N1CCCC(c2nc3c(nnn3Cc3ccccc3)c(=O)[nH]2)C1 (stereo not drawn)	-6	.	-14	7	.	.	0	.
CCN(CC)S(=O)(=O)c1cccc(NC(=O)CN2C(=O)NC3(CCOc4ccccc43)C2=O)c1 (stereo not drawn)	-1	-2	-25	.	23	3	9	1
Cc1nc(NC(=O)C2CC2)sc1C(=O)Nc1ccccc1Cl	0	-1	21	-18	-96	7	-58	-12
C[C@H](CO)N1C[C@H](C)[C@H](CN(C)Cc2ccc(C(=O)O)cc2)OCCCC[C@H](C)Oc2ccc(NC(=O)CCCN(C)C)cc2C1=O	4	52	27	2	-11	3	-12	.

One compound at a time, as listed above. Values in the order: ARNT-TACC3 inh, Cneo AK release, GSIS activator, PGC1a acetyl inh, PAX8 inh HTS, PglD DTNB, LGR2 inh, Statin myotox sup
Shown for O=C(c1ccccc1Cl)N1CCCC(c2nc3c(nnn3Cc3ccccc3)c(=O)[nH]2)C1 (stereo not drawn) : -6, ., -14, 7, ., ., 0, .
Shown for CCN(CC)S(=O)(=O)c1cccc(NC(=O)CN2C(=O)NC3(CCOc4ccccc43)C2=O)c1 (stereo not drawn) : -1, -2, -25, ., 23, 3, 9, 1
Shown for O=C(Nc1ccc(N2CCOCC2)cc1)Nc1ccc2nc(-c3ccco3)c(-c3ccco3)nc2c1 : -4, -2, ., 1, ., -7, ., -75

Later entries
SMILES	ARNT-TACC3 inh	Cneo AK release	GSIS activator	PGC1a acetyl inh	PAX8 inh HTS	PglD DTNB	LGR2 inh	Statin myotox sup
Cc1cc(C)cc(Oc2ccccc2C=O)c1	-10	-1	.	6	.	-3	.	2
COc1cccc(NC(=O)c2cc(-c3ccccn3)nc3ccccc23)c1	7	-1	-6	-14	-2	-2	-2	1
CCCN(CCC)C(=O)C(c1ccccc1)C1(O)CCCCC1 (stereo not drawn)	-13	-1	.	-8	.	1	4	-13
COc1ccc(C(CNC(=O)COc2ccccc2)N2CCOCC2)cc1 (stereo not drawn)	-9	-2	9	6	-9	2	-13	0
O=C(CCCN1C(=O)/C(=C\c2cccs2)SC1=S)Nc1ccc(O)cc1C(=O)O	6	-2	1	-3	9	-4	-4	45
CC1(C(=O)NS(=O)(=O)c2ccccc2)CCN1C(=O)COc1ccc(Cl)cc1 (stereo not drawn)	.	0	21	-1	-10	1	4	19
COC(=O)c1ccccc1S(=O)(=O)N1CCC(C(=O)NC2CCCCC2C)CC1 (stereo not drawn)	-1	-2	-4	3	0	4	17	-4
CCOC(=O)C1CCN(S(=O)(=O)c2ccc(Br)c(OCC)c2)CC1	-5	0	.	-16	.	1	.	.
COc1ccc(NC(=O)CS(=O)CC(=O)NC2CCCc3ccccc32)cc1 (stereo not drawn)	16	1	.	-16	8	-3	.	2
O=C(N[C@H]1CC[C@@H](CCNC(=O)C2CCOCC2)O[C@@H]1CO)c1ccccn1	-13	2	4	0	3	-3	-12	4
O=C(/C=C/c1ccc[nH]1)c1ccc(F)cc1	5	.	-13	.	-47	.	-15	.
CN(C)C(=O)C[C@@H]1C=C[C@H](NC(=O)C2CC2)[C@H](CO)O1	4	0	2	-5	.	3	-4	-1
CCCCC(CCC(=O)NNC(=O)Cc1ccccc1)C(=O)O (stereo not drawn)	6	-1	-2	7	3	-5	-1	4
COc1cc(NC(=O)CN2C(=O)c3ccccc3S2(=O)=O)cc(OC)c1	1	0	-6	-4	-4	-5	-9	-3
CCCCNC(=O)Nc1cc(C)on1	1	0	.	11	7	6	.	1
Cc1ccc(NC(=O)COc2ccc(Cl)cc2Cl)cc1S(=O)(=O)N1CCOCC1	2	-5	-9	-6	9	-4	0	3
CCOC(=O)c1ccc(NC(=O)CSc2nnc(CNc3ccc(OC)cc3)n2C)cc1	0	.	-15	1	.	.	-7	.
COc1ccc(OC)c(NC(=O)COC(=O)CCc2ccc(S(=O)(=O)N3CCOCC3)cc2)c1	7	0	9	-13	13	1	11	0
Cc1ccccc1NC(=O)CN1C(=O)NC(C)(c2ccc3c(c2)OCO3)C1=O (stereo not drawn)	1	11	.	-3	.	1	.	.
Cc1c(NS(=O)(=O)c2cccc(C(=O)NCc3ccncc3)c2)c(=O)n(-c2ccccc2)n1C	-1	7	8	-8	.	-7	-16	8

A draw from above in order of formula weight, smallest number first:
SMILES	ARNT-TACC3 inh	Cneo AK release	GSIS activator	PGC1a acetyl inh	PAX8 inh HTS	PglD DTNB	LGR2 inh	Statin myotox sup
COC(=O)c1ccccc1S(=O)(=O)N1CCC(C(=O)NC2CCCCC2C)CC1 (stereo not drawn)	-1	-2	-4	3	0	4	17	-4
COc1cc(C(=O)OCC(=O)NCc2ccc(F)cc2)cc(NC(=O)c2cccs2)c1OC	29	1	-9	0	-15	-5	14	-17
COc1ccc(OC)c(NC(=O)COC(=O)CCc2ccc(S(=O)(=O)N3CCOCC3)cc2)c1	7	0	9	-13	13	1	11	0
